# Bioassay records deposited in PubChem BioAssay by several laboratories.
# human PMI inhibitors – human PMI inhibitors, high substrate, primary screen, biochemical, fluorescence intensity, high mannose 6-phosphate (AID 1220) | Mannose-6-phosphate isomerase (Homo sapiens) | recombinant PMI enzyme, coupled fluorescence intensity; higher % means a stronger effect | one-dose inhibition, % at 20 µM; IC50 in µM for titrated hits | actives 0.66% (n = 190,000)
# Hep lipid drop – inhibitors of hepatocyte lipid droplet formation, primary screen, imaging, high-throughput imaging, BODIPY stain; AML12 mouse hepatocytes, oleate lipid droplets; inhibition, % at 6.5 µM; actives 0.4% (n = 240,000); AID 1656, 2009;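 active means lipid droplet intensity inhibited by at least 50%, with more than 500 cells counted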
#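 material = mouse AML12 hepatocyte cell line, fixed after treatment | also added = 100 µM oleic acid challenge | doses = compound at 6.5 µM only | schedule = overnight exposure | technique = Image-based BODIPY and DAPI two-channel analysis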
# Ins promoter up – insulin promoter activators in MIN6 cells, imaging, high-content screening, mouse beta cells. MIN6 insulin promoter-GFP reporter; hits give high values. z-score at 5 µM. actives 0.3% (n = 190,000). AID 1625, 2009;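 active means z-score above 3 at 5 µM with at least 500 cells counted in the well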
# human PMI inhibition – inhibitors of human PMI, primary screen, biochemical, fluorescence intensity, coupled assay (AID 1209) | purified PMI enzyme, coupled fluorescence intensity; higher % means a stronger effect | actives 0.42% (n = 190,000) | inhibition, % at 20 µM, or IC50 in µM where a hit was titrated | Mannose-6-phosphate isomerase (Homo sapiens);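 further: plate controls were DMSO vehicle for no effect and wells lacking substrate for full effect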
# T cell HTS – modulators of CD8 T cell-vesicle binding, primary screen, mouse 2C CD8+ T cells, flow cytometry | 2C CD8+ T cell-vesicle binding; hits give low values | calls only at 7 µM | actives 0.068% (n = 330,000) | AID 2052, 2009;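 active means response, share of CD8 T cells binding vesicles, and their 90th percentile fluorescence all below set limits, cut at about 80% in these data, passing the limit was not always enough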
#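 Assay system – 2C mouse CD8+ T cells · Also added – QL9-loaded Drosophila micro-vesicles · Timing – Cell–vesicle co-incubation 1.5 h at 37 °C, staining 20 min on ice · Signal – flow cytometry of vesicle-bound cells · Measure – percent CD8+ FL2 mean versus row control · Controls – Peptide-free naked vesicles (low) and QL9 vesicles with 0.7% DMSO vehicle (high)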
# TNAP activators – human TNAP enzyme activators, primary screen, biochemical, luminescent, no phosphate acceptor, uHTS (AID 1001) | Alkaline phosphatase, tissue-nonspecific isozyme (Homo sapiens) | purified TNAP, luminescent activation assay, no phosphate acceptor; higher activation fold means a stronger effect | activation fold at 20 µM, or EC50 in µM where a hit was titrated | actives 0.03% (n = 200,000); in the data active means activation fold from about 3, or a potency from the dose series; inactive means the rest, 99 in 100 with activation fold below about 1.6; further: many of its hits are not listed in these tables
# b-catenin transl – modulators of beta-catenin nuclear translocation, primary screen, imaging, HeLa cells, immunofluorescence, high-content; actives 0.3% (n = 190,000); nuclear translocation activity, % at 5 µM; AID 1665, 2009;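 active means nuclear translocation activity above 50% at 5 µM, with a well cell count of 50 or more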;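 further: per-cell ratio of nuclear to cytoplasmic median beta-catenin stain intensity; plate controls were DMSO negative control for no effect and GSK-3 inhibitor IX positive control for full effect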
#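 Assay system: human HeLa cells, native beta-catenin; doses: 5 µM primary, 0.02–20 µM confirmation; incubation: compound treatment 24 h, 37°C, 5% CO2; technique: fluorescence imaging of beta-catenin antibody stain plus DAPI; measure: % activation, nuclear-to-cytoplasmic median beta-catenin signal ratio per cell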
# Autophagy mod – autophagy modulators in MEF cells, primary screen, imaging, high-content, MEF GFP-LC3. MEF GFP-LC3 puncta imaging; test concentration mostly 10 µM. calls only at 10 µM (by protocol). actives 0.98% (n = 190,000);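 active means percentage of spot-positive cells more than 3 SD above its plate mean, without a fluorescence outlier flag or 80% toxicity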;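 further: spot-positive cell cutoff set from DMSO-treated cells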
# MT stabilizer – microtubule stabilizers in HeLa cells, primary screen, imaging, high-content imaging. HeLa tubulin immunostaining HCS, 24 h; share of cells brighter than vehicle mean+2SD. % tubulin-high responders, % at 10 µM. actives 0.83% (n = 200,000);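 active means plate Z-score above 3 for both tubulin-high and condensed-nucleus cell shares, with cell loss under 80%, at 10 µM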;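 further: anti alpha tubulin signal scored within the nucleus-defined area of each cell; some results filed as inactive read as strong as hits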
# Ins promoter up cell count – also measured in Ins promoter up; calls as there; cell count; measured here: cytotoxicity, nuclei count;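 total cells summed across four imaged fields per well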
# Hep lipid drop cells 6.5 µM – recorded beside Hep lipid drop, whose call it bears; cell count; measured here: cell count, cytotoxicity flag;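 cells counted across two imaged fields per well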
# b-catenin transl cell count 5 µM – recorded beside b-catenin transl, whose call it bears; cell count; measured here: cell count, cytotoxicity flag
# T cell HTS vesicle-bound % – second read-out of T cell HTS, no call of its own (marks repeat the call); double positive events, %; measured here: CD8+ vesicle-bound cell fraction;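 binding gate set so that unloaded-vesicle control wells show 10% double positive cells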
# MT stabilizer Hoechst-high % – further read-out of MT stabilizer, marked with its call; % Hoechst-high responders; measured here: nuclear condensation Hoechst responders;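 share of cells brighter than vehicle mean plus two SD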
# MT stabilizer cytotoxicity % – second read-out of MT stabilizer, no call of its own (marks repeat the call); toxicity, %; measured here: cytotoxicity by cell density;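 0% = mean cell density of plate MIN control wells and 100% = no cells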
# Autophagy mod cell loss 18 h – recorded beside Autophagy mod, whose call it bears; toxicity, %; measured here: cell loss, nuclei count;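 cell loss after 18 h compound exposure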
# * hit, by the source's call; i = inactive; / = not tested or not shown. Unless noted, no stated cut-off is given here; in the data, active means inhibition above about 50%; inactive means the rest. Only part of the results is shown; the hit share may differ from the screen's.
# Preview, two compounds:
SMILES,human PMI inhibitors,Hep lipid drop,Hep lipid drop cells 6.5 µM,Ins promoter up,Ins promoter up cell count,human PMI inhibition,T cell HTS,T cell HTS vesicle-bound %,TNAP activators,b-catenin transl,b-catenin transl cell count 5 µM,Autophagy mod,Autophagy mod cell loss 18 h,MT stabilizer,MT stabilizer Hoechst-high %,MT stabilizer cytotoxicity %
Cc1cc(C=O)c(C)n1C(C)C,1.3%,0.8,721,-0.98,1271,3.3%,i,32.5,0.8,-0.6,1064,i,-3.3,2.1,2.2,5.3
c1ccc2c(CNC3CCCCCC3)c[nH]c2c1,-0.6%,/,/,-1.03,729,2.5%,i,25.1,1.1,/,/,i,32.5,3.5,0.8,7.3

# This part in full, previewed entries included:
SMILES,human PMI inhibitors,Hep lipid drop,Hep lipid drop cells 6.5 µM,Ins promoter up,Ins promoter up cell count,human PMI inhibition,T cell HTS,T cell HTS vesicle-bound %,TNAP activators,b-catenin transl,b-catenin transl cell count 5 µM,Autophagy mod,Autophagy mod cell loss 18 h,MT stabilizer,MT stabilizer Hoechst-high %,MT stabilizer cytotoxicity %
Cc1cc(C=O)c(C)n1C(C)C,1.3%,0.8,721,-0.98,1271,3.3%,i,32.5,0.8,-0.6,1064,i,-3.3,2.1,2.2,5.3
c1ccc2c(CNC3CCCCCC3)c[nH]c2c1,-0.6%,/,/,-1.03,729,2.5%,i,25.1,1.1,/,/,i,32.5,3.5,0.8,7.3
N#CC[N+]1(CCCNP2(=O)C=C(c3ccccc3)OC(c3ccccc3)=C2)CCOCC1,2.4%,-9.7,715,0.22,1235,-6.4%,i,26.8,1,-0.7,1084,i,2.9,4.9,1.7,3.6
O=Cc1cn(Cc2ccc(F)cc2Cl)c2ccccc12,1.6%,-7.3,609,-0.11,978,7.1%,i,51.3,1.1,0.0,518,i,-7.2,2.2,2.9,11.1
COc1cccc(CN2CCN(C(=O)COc3ccc4ccccc4c3)CC2)c1,2.1%,/,/,-1.02,1207,-9.1%,i,44.9,1.1,-1.6,1135,i,4.4,1.3,4.4,13.6
COc1ccc(CN2CCN(c3ccccc3F)CC2)c(OC)c1,8.9%,/,/,/,/,7.5%,i,27.6,1.1,-4.0,989,i,-5.1,2.5,2.9,13.7
N#CCCn1cc(C(=O)NCc2ccccc2)c(-c2ccc3c(c2)OCCO3)n1,0.6%,/,/,0.05,1480,-2.1%,i,20.4,1.1,0.4,1538,i,-23.6,3.5,1.8,6.5
C/C=C/CC1(CC)C(=O)NC(=S)NC1=O,/,-1.3,644,-0.2,1030,/,i,40.1,/,-0.8,1261,/,/,/,/,/
CCCn1ncc(CN2CCCC(C(=O)c3cccc(OC)c3)C2)c1C (stereo not given),18.6%,-4.0,683,/,/,15.4%,i,49.1,1.1,0.5,1569,i,-4.6,2.7,1.9,5.0
O=C(O)C1C2CC3CC(C2)CC1(n1ncc(N2CCC4(CC2)OCCO4)c(Cl)c1=O)C3 (stereo not given),/,13.8,639,0.13,1065,/,i,54.1,/,1.0,1268,/,/,/,/,/
CC(C)Oc1cccc(NC(=O)c2cccn(Cc3ccc4c(c3)OC(F)(F)O4)c2=O)c1,23.1%,-23.4,506,1.3,1819,23.3%,i,32.2,1,-0.8,1087,i,-0.3,1.4,1.6,10.9
CCN(CC)P(=S)(c1c(C)nc2ccccn12)c1c(C)nc2ccccn12,-6.3%,-0.9,661,-0.41,1226,-0.3%,i,31.4,1.1,-1.8,1120,i,-8.8,6.8,21.8,9.2
COCc1c(CN)cnc(C)c1N,1.0%,/,/,0.9,1285,-3.9%,i,29.2,1.2,-2.3,999,i,-6.0,2.1,1.0,5.9
COc1ccc(CCN(C)Cc2ccncc2)cc1OC,-0.4%,-12.1,750,1.66,1251,8.0%,i,55.0,1.2,/,/,i,-3.2,0.9,1.9,3.8
OCCOCC#CCN1CCOCC1,-4.6%,9.7,753,0.19,932,-1.6%,i,41.6,1.1,-4.4,1184,i,1.4,2.6,1.3,8.2
CC1CC(C)CN(CC(=O)c2ccc(OC(F)F)cc2)C1 (stereo not given),-13.3%,-0.2,545,2.39,1537,-17.5%,i,26.3,1.1,-2.2,1065,i,9.9,2.7,2.6,9.5
COc1ccc(-n2c(SC)nc3ccccc3c2=O)cc1,12.8%,/,/,-0.43,1208,8.9%,i,18.1,1.1,-4.4,842,i,3.3,4.1,4.4,7.4
CC12CCC3C(CC=C4CC(O)CCC43C)C1C/C(=C\c1cccc(F)c1)C2=O (stereo not given),2.1%,-3.8,667,-0.22,1403,8.5%,i,53.0,0.9,0.0,1108,i,9.8,2.9,2.7,7.8
Cc1cccc2c(CCN)c[nH]c12,5.7%,3.7,700,0.5,1200,-6.3%,i,30.9,1,1.6,1081,i,20.2,2.6,2.2,4.1
COc1ccccc1NC1(C#N)CCCCC1,38.8%,-12.5,681,0.47,1157,19.3%,i,59.9,1,0.5,998,i,-8.9,0.1,2.3,7.1
O=[N+]([O-])c1cc(F)c(N2CCCC2)cc1Br,30.2%,-4.3,697,-0.47,1042,11.6%,i,55.9,1.1,0.2,1004,i,14.1,3.7,2.0,10.1
Cc1ccc(C(=O)C2CN3CCC2CC3)cc1 (stereo not given),1.4%,2.1,743,1.6,1030,7.9%,i,33.1,1,0.0,1057,i,2.6,2.0,2.3,21.3
CC1=NN(c2ccccc2)C(=O)C1/C=C1\C(=O)NC(=O)N(c2ccc(C)c(C)c2)C1=O (stereo not given),-30.5%,0.9,862,-0.23,868,-21.6%,i,2.5,1,/,/,i,0.1,1.9,1.5,5.7
COc1cc2c(cc1/C=C/[N+](=O)[O-])OCO2,28.1%,5.1,727,1.2,1162,13.4%,/,/,0.9,-2.9,1100,i,18.7,4.2,1.6,4.9
NC1=NC(c2cccnc2)n2c(nc3ccccc32)N1 (stereo not given),/,-4.5,766,0.44,1033,/,i,44.7,/,0.2,1354,/,/,/,/,/
CCc1ccc(-n2c(O)c(/C=N/N3CCCCC3c3cccnc3)c(=O)[nH]c2=O)cc1 (stereo not given),4.8%,-2.9,626,-0.17,1452,7.0%,i,50.3,1.1,0.3,1095,i,7.7,1.9,1.3,0.4
COc1ccccc1N1CCN(Cc2ccc(Br)s2)CC1,9.6%,-2.8,673,-0.11,1189,14.6%,i,17.4,1.1,-0.1,1006,i,1.9,3.8,2.3,5.5
CC(=O)N1CCN(c2ccc([N+](=O)[O-])cc2C=C2C(=O)NC(=O)NC2=O)CC1,-3.6%,3.2,676,0.77,1477,6.2%,i,59.0,1,-0.4,1208,i,-33.0,5.2,2.6,8.6
COc1ccc(OCC(=O)N2CCN(C(C)C)CC2)cc1,-13.6%,-3.5,737,0.33,1046,-6.6%,i,54.2,1.1,-1.1,1211,i,-9.8,2.9,2.0,6.7
CCN1CCN(C(=O)COc2ccc(S(=O)(=O)N(C)Cc3ccccc3)cc2)CC1,12.6%,-5.1,688,0.35,1774,9.6%,i,31.0,1.1,-0.8,1065,i,1.8,2.5,0.8,23.6
Cc1cc(OCC(=O)NC2CCS(=O)(=O)C2)c2c3c(c(=O)oc2c1)CCC3 (stereo not given),6.2%,/,/,0.79,1302,5.4%,i,33.7,1.1,-2.1,1070,i,16.3,4.0,2.5,4.1
O=C1NC(=O)N(Cc2ccco2)C(=O)/C1=C\c1cccn1CCOc1ccc(Cl)cc1,-7.5%,14.8,666,-0.05,1386,6.4%,i,34.6,0.8,-1.7,1118,i,3.4,4.0,1.3,4.6
O=C(CN1CCCCC1)c1ccc(OC(F)F)cc1,-23.3%,12.5,661,-0.43,1481,-18.7%,i,55.4,1.1,0.7,1083,i,-8.5,2.0,2.4,8.8
Cc1ccc(-c2nc3ccccc3c(=O)n2-n2cccc2)cc1,2.8%,/,/,0.38,1278,-7.7%,i,55.2,1.1,-5.0,1006,i,14.8,1.8,1.4,15.4
O=c1[nH]c(=S)n(-c2ccccc2)c(O)c1/C=N/N1CCCCC1c1cccnc1 (stereo not given),/,-4.7,605,-0.21,992,/,i,26.0,/,0.1,1241,/,/,/,/,/
CCOC(=O)C(O)(c1ccc(NC(=O)NC2CCCCC2)cc1)C(F)(F)F (stereo not given),-2.8%,7.8,825,/,/,-5.1%,i,31.8,0.9,/,/,i,-1.2,1.2,1.3,6.0
O=c1[nH]c(=O)n(Cc2ccco2)c(O)c1C=NCc1ccc2c(c1)OCO2,-11.6%,/,/,-0.17,1508,-10.0%,i,53.0,1.1,-1.8,911,i,0.1,3.2,1.5,3.9
OC12CCCCC1C(c1ccccc1)NCC2 (stereo not given),4.3%,/,/,0.01,1240,1.7%,i,17.0,1.2,-2.9,1011,i,0.2,3.7,4.1,9.4
CC/C(=N\Nc1ccccc1)c1c(O)n(-c2ccccc2)c(=O)[nH]c1=O,/,-4.0,734,-0.34,1466,/,i,32.9,/,0.8,1090,/,/,/,/,/
COCCN1C(=O)/C(=C/c2c(OC)cc(OC)cc2OC)C(=O)N(c2ccccc2)C1=O,/,2.7,701,-0.2,962,/,i,46.5,/,-0.2,1366,/,/,/,/,/
CCCCn1c(O)c(C(C)=NCCN2CCOCC2)c(=O)[nH]c1=O,-2.3%,1.3,758,0.11,993,-2.9%,i,50.4,1.1,-2.4,1233,i,2.6,1.7,1.1,5.8
